# From PubChem
# EBI2 antag: EBI2 (human) antagonism; P32249; inhibition, % at 5 µM; EBI2 beta-arrestin recruitment, luminescence, 7a,25-OHC stimulated; actives 0.81% (n = 360,000); in the data active means inhibition above about 38%;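 further: enzyme fragment complementation signal reports receptor beta-arrestin coupling in cells; 0% = agonist plus DMSO wells and 100% = wells without agonist; some results beyond the cut were filed as inactive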
# Target sequence (P32249 whole entry, looked up, the tested form may be a part): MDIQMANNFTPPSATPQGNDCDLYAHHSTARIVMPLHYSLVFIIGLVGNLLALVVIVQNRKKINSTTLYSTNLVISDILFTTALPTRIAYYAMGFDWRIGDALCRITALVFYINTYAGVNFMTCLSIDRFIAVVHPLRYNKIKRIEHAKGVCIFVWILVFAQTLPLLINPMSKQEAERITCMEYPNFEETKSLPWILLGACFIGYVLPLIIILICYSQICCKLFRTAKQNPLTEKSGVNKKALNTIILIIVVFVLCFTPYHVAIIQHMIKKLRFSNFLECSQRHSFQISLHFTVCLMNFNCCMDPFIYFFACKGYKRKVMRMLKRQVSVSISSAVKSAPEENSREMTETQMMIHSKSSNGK
# APJ antagonist: APJ receptor antagonism | inhibition, % at 20 µM | P35414 | actives 0.32% (n = 330,000) | AID 2521 | CHO-K1 APJ beta-arrestin complementation, luminescence;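 active means inhibition above about 40% at 20 µM, limit read from the data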;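 further: cells challenged with 10 nM apelin-13 agonist together with compound; plate controls were apelin-13 plus DMSO wells for no effect and DMSO wells lacking apelin-13 for full effect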
# Target sequence (P35414 whole entry, looked up): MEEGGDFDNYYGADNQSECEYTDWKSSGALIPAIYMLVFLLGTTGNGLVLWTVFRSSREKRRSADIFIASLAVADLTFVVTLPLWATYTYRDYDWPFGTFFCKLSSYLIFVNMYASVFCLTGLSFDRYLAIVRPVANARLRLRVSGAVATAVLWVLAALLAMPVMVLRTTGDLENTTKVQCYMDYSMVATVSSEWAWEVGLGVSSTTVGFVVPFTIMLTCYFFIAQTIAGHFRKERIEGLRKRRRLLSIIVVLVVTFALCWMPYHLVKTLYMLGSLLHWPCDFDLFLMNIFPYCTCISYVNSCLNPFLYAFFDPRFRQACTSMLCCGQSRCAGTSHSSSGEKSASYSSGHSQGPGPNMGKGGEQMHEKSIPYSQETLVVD
# 697 NFkB inh: lowers PMA/ionomycin-induced NF-kB signal in 697 B cells; 697 B-cell NF-kB luciferase reporter, 16 h; inhibition, % at 4 µM; actives 0.33% (n = 330,000); in the data active means inhibition above about 35%
# Gli-Sufu antag: Gli-Sufu pathway antagonism; actives 0.74% (n = 340,000); Sufu-KO-LIGHT fibroblasts, Gli luciferase reporter luminescence; inhibition, % at 5 µM;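 active means inhibition above about 55%, limit read from the data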;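 further: 0% = DMSO-treated cells and 100% = wells with medium but no cells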
# CXCR6 inh: inhibitors of human CXCR6 receptor | CHO-K1 PathHunter CXCR6 beta-arrestin, luminescence | inhibition, % at 20 µM | actives 0.36% (n = 360,000); in the data active means inhibition above about 34%, passing the limit was not always enough;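 further: antagonist mode with CXCL16 agonist at 10 nM final; 0% = 10 nM CXCL16 with DMSO and 100% = unstimulated wells without agonist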
# CCR6 antagonist: CCR6 (human) receptor antagonism | P51684 | CHO-K1 CCR6 PathHunter beta-arrestin, luminescence, CCL20-stimulated | inhibition, % at 20 µM | actives 0.49% (n = 340,000);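 active means compounds whose inhibition of the agonist-driven luminescence signal at 20 µM reaches about 50%, limit read from the data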;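 further: cells stimulated with CCL20 at 14 nM final; plate controls were DMSO with CCL20 for no effect and DMSO without agonist for full effect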
# Jurkat NFkB inh: inhibitors of the PMA/ionomycin-induced NF-kB reporter in Jurkat cells | actives 0.53% (n = 330,000) | inhibition, % at 4 µM | PMA/ionomycin-induced NF-kB luciferase reporter, luminescence; in the data active means inhibition above about 50%
# UBC13 polyUb: human UBC13 polyubiquitination inhibition; inhibition, % at 20 µM; UBC13 polyubiquitin chain formation, TR-FRET; P61088; actives 0.47% (n = 330,000); in the data active means inhibition above about 45%, passing the limit was not always enough
# Target sequence (P61088 whole entry, looked up): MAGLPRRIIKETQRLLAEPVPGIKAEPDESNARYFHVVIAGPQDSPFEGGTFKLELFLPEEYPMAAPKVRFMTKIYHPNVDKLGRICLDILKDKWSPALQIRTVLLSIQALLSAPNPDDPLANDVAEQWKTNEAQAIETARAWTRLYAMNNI
# The depositor's hits bear a star; . = no result given.
SMILES,EBI2 antag,APJ antagonist,697 NFkB inh,Gli-Sufu antag,CXCR6 inh,CCR6 antagonist,Jurkat NFkB inh,UBC13 polyUb
O=C(O)CCCn1ccc2cc(S(=O)(=O)N3CCCC3)ccc21,4.0,-3.7,4.9,-9.4,-0.4,2.1,15.5,-1.5
Cc1ccc(C#N)c(SCc2ccccc2[N+](=O)[O-])n1,6.1,-9.9,12.2,-4.7,13.7,8.1,6.4,14.2
CC(=O)Nc1cc[n+](C(C)C(=O)c2ccc(Br)cc2)cc1 (stereo unspecified),3.3,8.4,-10.5,9.4,-5.5,2.5,19.7,-12.6
CCOc1ccc(CN(C)CC(=O)NNC(=O)c2ccc(Cl)cc2)cc1OC,-7.4,4.2,-0.3,0.1,7.4,-5.7,3.9,-9.3
CCCCOC(=O)C1=C(C)Nc2nnnn2C1c1ccc(OC)c(OC)c1OC (stereo unspecified),6.8,1.5,-40.9,13.6,-3.0,-20.9,-9.2,-22.1
COc1cccc(OC(C)c2ccnc3nc(/N=C/N(C)C)nn23)c1 (stereo unspecified),4.6,-17.6,-19.0,-0.6,0.3,22.3,-14.2,-2.1
CCN(CC)C(C(=O)Nc1ccc2c(c1)OCO2)c1ccccc1 (stereo unspecified),17.7,8.4,9.1,3.5,-1.9,19.3,-0.7,2.2
CCOC(=O)c1ccc(NC(=O)CSc2n[nH]c(-c3ccncc3)n2)cc1,-0.9,2.0,18.8,15.2,2.7,16.7,2.9,9.8
COc1cc2cc(C(c3nnnn3C(C)(C)C)N3CCc4ccccc4C3)c(=O)[nH]c2cc1OC (stereo unspecified),0.6,-1.9,-2.8,21.2,-0.2,0.3,21.7,-3.8
CCOC(=O)N1CCN(CC(O)COCc2ccccc2)CC1 (stereo unspecified),-6.0,7.9,18.8,5.0,2.1,12.1,2.4,2.7
COCCNCC(=O)N1c2ccccc2Sc2ccccc21,-7.0,-0.7,5.4,-2.6,6.0,11.2,8.9,10.3
COc1ccc(C2/C=C\CC(OCc3ccccc3)CC(=O)N2Cc2cccc(F)c2)cc1 (stereo unspecified),22.8,.,13.3,-16.2,11.5,30.4,.,.
C/C(=N\n1cnnc1)c1ccccc1,-5.0,-7.7,10.7,1.9,1.1,-12.7,11.7,5.6
COc1ccc(CCn2c(C(C)C)nc3oc4ccccc4c(=O)c3c2=O)cc1,6.0,-17.9,-4.0,7.8,-0.2,-4.6,-0.8,11.7
COCc1cc(C)n(CC(=O)Nc2c(C)cccc2C)c(=O)c1C#N,-7.8,2.1,-3.1,-1.9,5.1,-2.4,3.0,4.4
COc1ccccc1/C=N/NC(=O)c1c(-c2ccccc2)noc1C,-7.7,-1.9,4.5,4.3,4.4,13.6,4.8,6.0
Nc1cc2c(cc1Cl)-c1ccc(Cl)cc1C2,-12.9,.,.,-22.3,-2.4,-4.0,.,.
O=C(c1cc(Cl)nc2ccccc12)N(Cc1nnc(-c2ccccc2Cl)o1)C1CC1,3.3,-20.1,-8.1,9.3,2.4,10.7,-0.8,-1.5
CC(=O)Nc1ccc(Nc2c3c4c(cccc4n(C)c2=O)C(=O)c2ccccc2-3)cc1,12.9,20.6,9.2,6.0,26.5,52.0*,21.7,-218.4
CCCCCn1ccc(=N)cc1,-13.2,14.7,22.6,24.3,15.4,-2.5,24.1,-0.7
Cc1nnn(C23CC4CC(CC(CC(=O)Nc5cccc(F)c5)(C4)C2)C3)n1,3.1,8.9,-10.7,-1.1,1.2,7.8,-6.5,-0.1
O=C(C[C@H]1C/C=C\C[C@H](NC(=O)OCC2c3ccccc3-c3ccccc32)C(=O)OC[C@H](Cc2ccccc2)NC1=O)N[C@H](CO)Cc1ccccc1,5.5,11.9,-0.9,49.5,4.1,10.5,-10.5,-10.4
Cc1ccc(OCc2nc(-c3ccc(-n4cccc4)cc3)no2)cc1C,-4.9,-11.0,-23.8,26.1,26.8,2.5,-11.9,-9.5
O=C(CN1C(=O)C2CC=CCC2C1=O)Nc1nccs1 (stereo unspecified),-2.4,16.5,-8.8,-12.5,3.1,14.2,3.4,-0.3
COc1ccc(Nc2cccc(Cl)c2)c(C(=O)O)c1,1.9,3.7,5.1,-4.8,2.3,1.0,-2.5,-0.7
CCOc1ccc(NS(=O)(=O)c2coc(C(N)=O)c2)cc1,3.8,-44.4,-3.4,-2.6,-0.9,5.9,3.4,1.5
CC1(C)CC(=O)C(N=Nc2c(Cl)cc(Cl)cc2Cl)=C(O)C1,3.1,4.0,-3.3,-4.2,8.6,10.4,-0.7,-9.6
O=C(Cn1cc(C(F)(F)F)cc(Cl)c1=O)Nc1ccc(N2CCOCC2)cc1,15.2,-5.3,19.1,0.7,-5.6,-7.5,-0.1,0.8
FC(F)(F)c1ccccc1NC(=S)Nc1cccc(Cl)c1,1.1,-39.3,11.9,-0.3,-8.8,2.3,9.7,6.7
CCC(=O)c1ccc(OCC(=O)N2CCN(S(=O)(=O)c3ccc(Cl)s3)CC2)cc1,42.3,-13.0,-9.9,5.2,-8.5,9.8,19.6,-14.9
Cn1cccc1C(=O)NC(=O)COC(=O)Cc1coc2ccc3ccccc3c12,15.2,-14.6,-50.1,10.1,-1.2,10.7,-3.6,-13.6
CCOc1ccc(-c2nnc3ccc(SCC(=O)N4CCN(c5ccccc5)CC4)nn23)cc1,-7.3,.,.,17.2,-3.1,5.3,.,.
O=S(=O)(NC1CCCCC1N1CCOCC1)c1ccc(Cl)cc1 (stereo unspecified),10.4,9.6,10.5,19.9,2.2,15.4,8.0,-1.9
CCOc1ccc(-c2nnn(CC#N)n2)cc1OC,-5.8,-1.1,23.9,-22.2,3.1,-1.4,14.8,2.2
O=C(NCc1cccs1)c1ccc2c(c1)ncn2C1CCCC1,-5.3,-10.1,6.9,-5.5,9.0,-5.7,-0.7,3.8
Nc1nc(-c2ccccc2)c(CCCOc2ccc([N+](=O)[O-])cc2)c(=O)[nH]1,12.8,.,.,5.1,-7.3,10.7,.,.
O=S1(=O)CCOC(CO)CN1Cc1ccc(Cl)c(Cl)c1 (stereo unspecified),-5.9,.,2.6,4.3,-9.1,10.1,.,.
S=C(Nc1cccc(Cl)c1)N1CCN(Cc2ccccc2)CC1,0.9,-8.5,-3.5,-1.6,7.0,-11.5,2.9,3.7
Cc1cc(C(=O)Nc2ccccc2C(=O)O)c(C)o1,-2.1,1.4,-4.5,9.3,0.9,3.0,-13.1,4.5
Cc1ccc(NP(=O)(c2ccc(N(C)C)cc2NC(=O)c2cccs2)N2CCOCC2)cc1Cl (stereo unspecified),21.5,-3.8,-8.4,32.1,2.2,11.2,14.4,11.1
CCOC(Cn1cc([N+](=O)[O-])c(=O)[nH]c1=O)OCC,-0.1,.,.,-0.1,-0.1,-1.3,.,.
Nc1ccc2c(c1)COc1ccccc1O2,-21.9,-9.9,-75.6,-35.5,-3.7,-0.8,-27.5,-5.0
O=C1NC(=Nc2ccccc2)S/C1=C\C=C\c1ccco1,15.0,1.4,-1.4,-9.2,12.2,24.2,18.9,6.5
Cc1cc2c(c(C)c1CCO[C@@H]1O[C@H](CO)[C@@H](O)[C@H](O)[C@H]1O)C(=O)[C@@H](C)[C@@H]2O,5.9,-4.9,5.4,-0.4,15.8,-1.1,-8.9,8.4
Cc1ccc(S(=O)(=O)N2CCCC(C(=O)NCCc3ccccc3)C2)cc1 (stereo unspecified),3.5,31.2,3.8,13.7,4.3,15.3,1.1,0.7
COc1ccc(C(=O)NC2CCSc3ccccc32)cc1F (stereo unspecified),-6.7,15.4,4.0,11.8,3.2,-14.6,18.0,5.7
CC(C)N(C(=O)CSc1nn2c(=O)c(C(C)(C)C)nnc2s1)c1ccccc1,-0.2,11.6,-12.0,.,3.0,45.7,-19.7,-2.8
CCOC(=O)C1CCCN(S(=O)(=O)c2ccc(OC)cc2)C1 (stereo unspecified),-2.6,-16.0,-8.6,2.5,-4.0,-8.8,1.5,-5.3
COc1ccc(S(=O)(=O)N(C)c2ccc(C(=O)N3CCOCC3)cc2)cc1OC,-8.5,8.5,5.4,2.7,-0.5,4.0,-5.5,1.0
O=C(NCc1ccco1)/C(=C/C=C/c1ccccc1)NC(=O)c1ccco1,-4.7,-14.5,-12.8,4.8,0.6,0.4,0.3,-5.6
Cc1ccc([N+](=O)[O-])cc1NC(=S)NC(=O)c1c(Cl)cnn1C,4.0,23.1,-3.6,6.9,23.3,42.9,20.3,6.0
O=C(NN1C(=O)/C(=C/C=C/c2ccco2)SC1=S)c1ccncc1,-19.8,8.2,-1.2,12.5,-2.6,12.4,-13.6,33.1
CCc1noc(C)c1C(=O)N1CCC(CCC(=O)Nc2cccc(OC)c2)CC1,-2.3,9.0,-14.2,7.8,1.5,-6.7,11.7,-5.5
COc1ccc2c(c1)C=CC1(O2)N(CCO)c2ccccc2C1(C)C (stereo unspecified),14.8,-2.6,-30.4,13.6,-1.0,16.8,-12.2,-18.4
Cc1ccc(Cl)cc1N1CCN(C(=O)COc2ccc3c(c2)CCC3)CC1,77.5*,9.6,-20.2,10.4,-0.9,9.7,-3.1,-3.5
O=S(=O)(NCCCCCCNS(=O)(=O)c1c(F)cccc1F)c1ccc2c(c1)OCCO2,-7.2,3.4,13.8,-7.2,-3.0,7.7,9.5,13.0
CCN(CC)S(=O)(=O)c1ccc(C(=O)Nc2ccc(Cc3ccncc3)cc2)cc1,8.4,13.9,-5.1,48.1,-9.1,-2.8,39.3,1.1
COc1ccccc1CNC(=O)[C@@H]1CCCN1C(=O)C1CCN(S(=O)(=O)c2ccc(C)cc2)CC1,-8.4,-4.4,-2.0,-9.0,3.4,3.9,3.4,1.2
CCOC(=O)C1(Cc2cccc(OC)c2)CCN(Cc2ccc(C)s2)CC1,-0.7,12.0,-19.7,29.7,-2.5,19.1,5.2,-3.5
COC(=O)CN1C(=O)COc2ccc(S(=O)(=O)NCc3ccccc3)cc21,-4.0,-19.2,-3.9,23.7,2.7,4.4,-6.3,-7.3
# (more compounds)
SMILES,EBI2 antag,APJ antagonist,697 NFkB inh,Gli-Sufu antag,CXCR6 inh,CCR6 antagonist,Jurkat NFkB inh,UBC13 polyUb
CN(CC(=O)Nc1ccccc1)CC(=O)Nc1ccc(F)cc1,4.2,14.2,-0.7,-1.9,-0.3,12.2,4.4,0.0
COc1ccc(COC(=O)C2=C(C)NC(=O)NC2c2ccc(O)cc2)cc1 (stereo unspecified),-14.4,-35.6,-27.6,-8.9,-7.0,-12.6,-1.9,-10.6
COc1ccc2nccc(C(N)=O)c2c1,6.5,-19.9,13.6,4.9,-10.1,1.1,-4.1,0.7
Cc1ccc(C)c(N2CCN(C(=O)CCc3nc(-c4ccccc4C(F)(F)F)no3)CC2)c1,3.8,.,-46.6,-2.3,-6.7,1.6,.,.
Cc1cccc(-n2nc3c(c2NC(=O)c2ccc(S(=O)(=O)N4CCOCC4)cc2)CSC3)c1C,2.7,.,.,6.8,5.9,-8.1,.,.
CCCn1c(N)c(C(=O)COC(=O)CNC(=O)c2ccccc2OCC)c(=O)[nH]c1=O,1.5,-5.5,4.1,-9.1,4.5,-13.8,8.8,7.3
CC(=O)c1ccc(-n2nnnc2SCC(=O)Nc2sc(C)c(C)c2C#N)cc1,5.3,11.9,9.7,4.2,-4.5,12.8,-8.9,2.2
CC(C)N(Cc1ccccc1)C(=O)CCS(=O)(=O)c1ccc2c(c1)oc(=O)n2C,-4.9,-4.2,-22.4,-5.6,-4.4,1.2,5.4,-12.4

# Complete entries, quoted from the list:
# CC(=O)c1ccc(-n2nnnc2SCC(=O)Nc2sc(C)c(C)c2C#N)cc1 is listed as EBI2 antag: 5.3; APJ antagonist: 11.9; 697 NFkB inh: 9.7; Gli-Sufu antag: 4.2; CXCR6 inh: -4.5; CCR6 antagonist: 12.8; Jurkat NFkB inh: -8.9; UBC13 polyUb: 2.2
# CCCn1c(N)c(C(=O)COC(=O)CNC(=O)c2ccccc2OCC)c(=O)[nH]c1=O is listed as EBI2 antag: 1.5; APJ antagonist: -5.5; 697 NFkB inh: 4.1; Gli-Sufu antag: -9.1; CXCR6 inh: 4.5; CCR6 antagonist: -13.8; Jurkat NFkB inh: 8.8; UBC13 polyUb: 7.3
# Cc1ccc(C)c(N2CCN(C(=O)CCc3nc(-c4ccccc4C(F)(F)F)no3)CC2)c1 is listed as EBI2 antag: 3.8; APJ antagonist: .; 697 NFkB inh: -46.6; Gli-Sufu antag: -2.3; CXCR6 inh: -6.7; CCR6 antagonist: 1.6; Jurkat NFkB inh: .; UBC13 polyUb: .
